Lmaj promast: reduces viability of Leishmania major promastigotes. resazurin fluorescence viability. inhibition, % at 10 µM. actives 9% (n = 200,000). AID 1063;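 also: promastigotes grown with compound for 44 hours at 28 °C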
S1P3 antag: blocks the human S1P3 receptor. Q99500. AID 485. CHO S1P3 NFAT-BLA reporter, FRET fluorescence, antagonist mode. actives 0.27% (n = 170,000). inhibition, % at 4.98 µM;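 active = inhibition above the plate cutoff, the mean inhibition of test wells on that plate plus 3 SD, cut at about 28% in these data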;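 also: cells challenged with S1P at its EC80 of 0.8 µM; blue over green emission ratio from cleaved BLA substrate after 4 h stimulation; 0% = S1P-stimulated wells and 100% = unstimulated DMSO-only wells; some compounds past the cut are filed as inactive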
Target sequence (Q99500 whole entry, looked up): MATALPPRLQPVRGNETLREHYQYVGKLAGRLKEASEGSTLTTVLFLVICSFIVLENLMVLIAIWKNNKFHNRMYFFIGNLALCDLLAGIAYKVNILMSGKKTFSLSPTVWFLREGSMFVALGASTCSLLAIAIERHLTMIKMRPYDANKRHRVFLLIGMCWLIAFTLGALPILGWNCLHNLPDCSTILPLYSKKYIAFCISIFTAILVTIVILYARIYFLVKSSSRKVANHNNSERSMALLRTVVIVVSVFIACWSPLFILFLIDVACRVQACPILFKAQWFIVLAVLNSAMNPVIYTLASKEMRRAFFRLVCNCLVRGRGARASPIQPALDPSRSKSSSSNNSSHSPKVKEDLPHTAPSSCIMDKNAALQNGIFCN
Diaph act CS: diaphorase activation or chemical reduction counter-screen | Diaphorase/resazurin coupled assay, resorufin fluorescence, 16 min; hits give high values; 1 = vehicle wells, 0 = NADH-free wells | activation factor at 20 µM | actives 0.005% (n = 190,000) | AID 1229;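 active = diaphorase activity raised at least twofold by the compound at 20 µM; inactive = activation factor below 2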
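Material: purified diaphorase enzyme from Clostridium kluyveri; Also added: 0.114 mM NADH and 0.1 mM resazurin, final amounts; Doses: single compound dose of 20 µM, 1% DMSO final; Times: 16 min enzyme reaction, ambient temperature; Detection: resorufin fluorescence, excitation 544 nm, emission 590 nm; Measure: increased resorufin signal from activators or reducing compounds.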
Hsp70 activator: transcriptional activators of Hsp70; HeLa Hsp70 promoter luciferase reporter, luminescence; scaled: vehicle 0, proteasome-inhibitor control 100%; activation, % at 10 µM; actives 0.04% (n = 200,000); AID 1203;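 active = activation above the mean across all tested compounds plus 3 SD, cutoff set per campaign, cut at about 5.5% in these data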;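 also: 100% = MG132 at 30 µM as the positive control and 0% = DMSO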
PMI activator: increases human mannose-6-phosphate isomerase activity; purified human PMI, coupled resazurin fluorescence, 20 min; hits give high values; 1 = vehicle control, 0 substrate-free wells; activation factor at 20 µM; actives 0.005% (n = 190,000);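 active = activation factor of 2 or more at 20 µM, relative to plate controls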
Target sequence (P34949 whole entry, looked up): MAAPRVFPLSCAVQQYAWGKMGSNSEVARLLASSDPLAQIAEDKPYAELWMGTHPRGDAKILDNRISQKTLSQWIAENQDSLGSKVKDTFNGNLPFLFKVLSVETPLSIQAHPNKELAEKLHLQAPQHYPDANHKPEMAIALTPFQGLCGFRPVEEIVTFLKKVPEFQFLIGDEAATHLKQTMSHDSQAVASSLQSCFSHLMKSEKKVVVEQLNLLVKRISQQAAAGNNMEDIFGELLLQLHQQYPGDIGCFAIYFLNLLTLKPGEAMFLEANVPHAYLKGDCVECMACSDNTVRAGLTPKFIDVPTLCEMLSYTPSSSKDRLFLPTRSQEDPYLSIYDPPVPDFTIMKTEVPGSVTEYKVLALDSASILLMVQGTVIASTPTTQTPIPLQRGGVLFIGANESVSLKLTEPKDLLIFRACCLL
RAM network inh: yeast RAM network inhibition; S. cerevisiae dse1pr::URA3 reporter, 5-FOA growth OD615, 2 d; analog-sensitive cbk1-as2 kinase mutant strain; inhibition, % at 50 µM; actives 1.8% (n = 190,000); AID 868;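 active = inhibition above a set limit, 3 SD over mean compound inhibition, cut at about 8.4% in these data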;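 also: 0% = DMSO-only wells with no growth and 100% = 10 µM 1-NA-PP1 full growth; inhibition rescues growth on 5-FOA so higher OD means more RAM inhibition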
Redox H2O2 prof: compounds producing H2O2 with reducing agent – biochemical, NIH compound library profiling, artefact control for MLSCN library redox annotation, primary screen | DTT-dependent redox cycling H2O2, phenol red/HRP absorbance; 100% = 100 µM peroxide control, 0% = buffer | activation, % at 10 µM | actives 0.03% (n = 200,000) | AID 878;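 active = activation of at least 50% relative to the plate's high and low controls in the primary single-dose screen; inactive = activation below 50%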;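 also: compound incubated with DTT at 0.8 mM final as the reducing agent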
Diaphorase inh: diaphorase inhibition or chemical oxidation counter-screen; inhibition, % at 20 µM; AID 1217; actives 0.69% (n = 190,000); diaphorase resazurin-to-resorufin fluorescence, NADH, 16 min; bacterial (C. kluyveri) enzyme, not human;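 active = primary screen inhibition at 20 µM above a set limit, cut at about 50% in these data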;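 also: plate controls were DMSO with full reaction for no effect and wells lacking NADH for full effect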
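Assay system: diaphorase enzyme from Clostridium kluyveri. Quantity: enzyme working solution with 0.14 U/mL diaphorase. Schedule: reaction incubation of 16 min at room temperature. Technique: resorufin fluorescence, excitation 544 nm, emission 590 nm. Controls: No-NADH positive control and DMSO neutral control.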
G6PDH CS: inhibits Leuconostoc G6PDH, flagging false hits in G6PDH-based assays; Purified L. mesenteroides G6PDH, diaphorase/resazurin coupled fluorescence, 45 min; inhibition, % at 5 µM; actives 0.12% (n = 200,000)
PMI act hi M6P: PMI (human) activation, high substrate; activation factor at 20 µM; actives 0.34% (n = 190,000); P34949; coupled PMI enzyme assay, resazurin fluorescence, 20 min; hits give high values; 1 = untreated enzyme, 0 = substrate-free blank;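 active = activation factor of 2 or more at 20 µM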
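Material: human phosphomannose isomerase with PGI, G6PDH, diaphorase coupling enzymes; amount: PMI at 15 ng/mL final; also added: Mannose-6-phosphate 1.0 mM (near-saturating) plus 0.22 mM NADP+; incubation: enzyme reaction with compound 20 min at room temperature; signal: resorufin fluorescence (Ex 544/Em 590 nm) from resazurin via diaphorase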
TLR4 MyD88 comp: TLR4-MyD88 interaction inhibition in cells. inhibition, % at 8.4 µM. O00206+Q99836. actives 0.18% (n = 200,000). AID 861. HeLa CL3-4 TLR4/MyD88 BLA complementation, FRET ratio; in the data active = inhibition above about 25%;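 also: 0% = vehicle and 100% = reference inhibitor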
* = called active by the depositor; nt = no result given. Rule as the data show it, unless noted: active = inhibition above about 50%; inactive = the rest. Random draw from the library (roughly 12% active in at least one column).

SMILES	Lmaj promast	S1P3 antag	Diaph act CS	Hsp70 activator	PMI activator	RAM network inh	Redox H2O2 prof	Diaphorase inh	G6PDH CS	PMI act hi M6P	TLR4 MyD88 comp
O=C(c1ccc(Br)o1)N1CCN(c2ccc3nnc(-c4ccccc4)n3n2)CC1	23	-10	0.6	0.0	0.9	4.2	-0.6	38	-19	0.9	-6
Cc1nnc(NC(=O)CCCCCN2C(=O)C3C4C=CC(C4)C3C2=O)s1 (stereo not drawn)	-9	1	1.1	-0.4	1	1.5	-0.1	-10	-2	1	2
Cc1cc(C)nc(NC(N)=NC(C)c2ccccc2)n1 (stereo not drawn)	22	1	1	-0.4	1	0.5	-0.8	1	-1	1.1	-6
CCOc1ccc(NC(=O)Cn2nnc(-c3ccccc3NC(=O)CC)n2)cc1	32	0	0.8	-0.2	0.9	0.1	2.0	18	13	0.9	1
COCCNC(=O)C(=O)N/N=C(\C)CC(=O)Nc1cccnc1	0	13	0.9	-0.5	1	1.2	-0.9	6	10	0.9	10
CC1(C)Oc2ccc3ccc(=O)oc3c2/C(=C/Nc2cccc(O)c2)C1=O	2	0	0.9	-0.2	0.9	3.0	-0.5	10	3	1	0
CC(=O)Nc1ccc(S(=O)(=O)NCc2ccc(C(=O)NC(C)c3ccccc3)cc2)cc1 (stereo not drawn)	-3	nt	0.9	-0.1	1	1.5	-3.1	7	-1	1	-12
O=C(O)CCC(=O)NNC(=O)c1cccc(Br)c1	60*	1	0.8	0.0	0.9	0.4	4.1	18	-2	1	-15
Cc1nn(-c2ccccc2)c(Cl)c1CN(C(=O)CCl)c1cccc2ccccc12	99*	-18	0.8	-0.1	0.9	8.0	0.6	22	-5	1	4
COc1ccc(Cl)cc1-c1n[nH]c(=S)o1	-8	-2	0.8	0.4	1	2.5	-0.9	20	5	1.1	-1
COc1ccc(-n2ncc3c(SCC(=O)N4CCN(c5ccccc5OC)CC4)ncnc32)cc1	-4	nt	0.8	0.2	0.9	1.4	-2.2	16	8	0.9	0
CCN(CC)CCCNC(CC(=O)Nc1cccc([N+](=O)[O-])c1)C(=O)O (stereo not drawn)	-6	11	1	-0.4	1	0.4	-0.4	2	-3	1	3
Cc1cc(C(=O)N2CCCC(CCC(=O)N3CCN(c4ccccn4)CC3)C2)c(C)o1 (stereo not drawn)	-3	1	0.9	-0.3	0.9	2.8	-1.6	7	5	0.9	-5
COCCN(C(=O)c1ccco1)c1nnc(-c2ccc(F)cc2)s1	7	-13	0.9	-0.1	0.9	0.9	-0.6	6	5	1	12
CNCC(=O)Nc1ccc(Cl)c(C(F)(F)F)c1	28	1	0.9	-0.1	1.1	-0.2	-1.6	13	9	1	-23
O=C(c1ccc(CN2CCc3ccccc3C2)cc1)N1CCc2ccccc2C1	31	nt	0.9	-0.1	1.1	1.5	-5.1	7	0	1.1	0
O=C(CN1C(=O)NC2(CCCC2)C1=O)N1CCN(C(=O)c2ccco2)CC1	-8	-23	0.8	0.3	1	0.8	2.1	17	12	0.9	2
Clc1ccccc1-c1nnc(-c2cccs2)o1	2	9	1	0.3	1	4.6	0.2	4	-1	0.9	-1
CCOc1cc(C)c(S(=O)(=O)NC2CC(C)(C)NC(C)(C)C2)cc1C	2	-1	1.1	0.3	1.1	0.5	-0.3	-8	4	1	-20
CCCS(=O)(=O)N1CCN(C(=O)COc2ccccc2)CC1	-5	nt	0.9	0.0	1	0.9	-0.1	8	2	1	-7
O=C(NCc1ccco1)C(c1ccco1)N(CCc1ccccc1)C(=O)Cn1nnc2ccccc21 (stereo not drawn)	21	-28	0.8	-0.1	0.9	0.8	2.6	20	14	1	6
Cc1ccc(CNC(=O)C2CCCN2C(=O)NCc2ccccc2)cc1 (stereo not drawn)	-3	nt	0.9	-0.2	1	1.8	2.3	14	0	1	7
COc1ccc(CC(=O)OCc2nnc(-c3ccccc3)o2)cc1	-1	-21	0.9	-0.3	1	-1.1	-0.8	6	4	0.9	-6
CCn1c(=O)n(CC(=O)NC2CCCC(C)C2C)c(=O)c2ccccc21 (stereo not drawn)	-2	-14	1	-0.2	1	1.4	-0.5	1	4	1.1	-1
CN(CC(=O)Nc1ccccc1C(F)(F)F)C(=O)CSc1nnnn1C	-10	-19	1	0.0	1	-0.2	-1.6	4	2	1	-12
O=C(COC(=O)c1cccc(NS(=O)(=O)c2ccc(F)c(F)c2)c1)NC(=O)NC1CCCCC1	82*	-5	0.8	-0.3	1.1	4.8	0.0	20	3	0.9	-19
CCN(CC)c1ccc(/C=C2\NC(=O)NC2=O)cc1	-1	1	0.9	0.2	0.9	1.4	-0.8	12	9	0.9	16
CCC(=O)Nc1ccc2c(c1)nc(CCN1CCN(C)CC1)n2C	-8	-48	1	-0.2	1	-0.3	0.4	2	1	0.9	-20
COc1ccccc1CN1CCN(Cc2nc(-c3ccccc3)no2)CC1	-6	0	1.1	-0.4	1	-0.4	-1.4	-13	5	1.1	-3
CCOc1ccc(C2c3c(oc4cc(C)c(C)cc4c3=O)C(=O)N2CCCN2CCOCC2)cc1 (stereo not drawn)	11	-13	1	-0.5	1	2.5	-1.0	-5	-5	1.1	6

Grouped by structure: the entries above with a COOH group.
SMILES	Lmaj promast	S1P3 antag	Diaph act CS	Hsp70 activator	PMI activator	RAM network inh	Redox H2O2 prof	Diaphorase inh	G6PDH CS	PMI act hi M6P	TLR4 MyD88 comp
O=C(O)CCC(=O)NNC(=O)c1cccc(Br)c1	60*	1	0.8	0.0	0.9	0.4	4.1	18	-2	1	-15
CCN(CC)CCCNC(CC(=O)Nc1cccc([N+](=O)[O-])c1)C(=O)O (stereo not drawn)	-6	11	1	-0.4	1	0.4	-0.4	2	-3	1	3

Remaining list, next part.
SMILES	Lmaj promast	S1P3 antag	Diaph act CS	Hsp70 activator	PMI activator	RAM network inh	Redox H2O2 prof	Diaphorase inh	G6PDH CS	PMI act hi M6P	TLR4 MyD88 comp
Cn1nc(CC(=O)NC2CCCCCCCCCCC2)c2ccccc2c1=O	6	nt	1	0.0	0.9	5.4	1.7	-1	-1	0.9	-2
CC(C)(C)n1nnnc1SCC(=O)Nc1nn(-c2ccccc2)nc1C(N)=O	4	0	0.9	-0.3	1	3.6	-0.3	14	-5	1	-11
Nc1cc(Cl)ccc1Oc1ccc2ccccc2c1	-5	nt	0.8	-0.1	0.8	2.2	-0.2	24	4	0.8	3
Cc1cc(C)c(NC(=O)CSc2nc(COc3ccccc3)nc3ccccc23)c(C)c1	34	nt	1	0.1	1	1.6	0.2	-2	4	1	0
CC1(C)Cc2c(cnn2-c2ccccc2)C(=O)/C1=N\NC(=O)c1ccccc1O	-4	nt	1	0.0	0.9	1.2	0.0	3	2	1.1	5
O=C(CSc1nc(-c2ccccc2)cs1)N1CCN(C(=O)c2ccco2)CC1	-3	0	0.9	-0.3	0.9	0.9	0.1	7	3	1	6
CCc1ccc(N2C(=O)CC(N3CCN(Cc4ccc5c(c4)OCO5)CC3)C2=O)cc1 (stereo not drawn)	-1	-2	0.8	-0.1	1	1.2	-0.2	18	9	1	-7
CCOC(=O)c1cnc2c(-c3ccccc3)cnn2c1C	2	-32	0.9	-0.1	1	0.9	-0.1	11	-4	1	-9
CCCCN=C1NN=C(c2ccc(C)c(C)c2)CS1	13	-23	1.1	0.4	1	3.8	-1.0	-12	2	1.1	-1
CCCCCCC(=O)Oc1cccc(N2C(=O)C3CCCCC3C2=O)c1 (stereo not drawn)	-8	2	0.9	-0.1	1	5.6	-0.6	6	7	1	4
Cc1ccccc1NS(=O)(=O)c1cc(S(C)(=O)=O)ccc1C	54*	-4	0.9	-0.4	1	2.0	0.1	15	9	1	3
COc1cccc2cc(C(=O)NCc3ccco3)c(=Nc3ccc(C(=O)O)cc3)oc12	7	nt	0.5	-0.1	1	0.8	0.3	45	16	1.1	9
CCNS(=O)(=O)c1ccc(NC(=O)CC(C)c2ccccc2)cc1 (stereo not drawn)	1	11	1	-0.1	1	1.6	-0.5	4	1	1.1	3
Cc1nc2ccccc2c2oc(C(=O)NCC3CCCO3)cc12 (stereo not drawn)	11	nt	0.9	0.2	1	0.4	-0.1	5	5	1	-1
CCn1cc(C(=O)O)c(=O)c2cc(F)c(N/N=C/c3ccccc3)cc21	15	-15	1	-0.1	0.8	1.5	0.7	3	-6	0.9	-7
CC(=O)Nc1ccc(Sc2ccccc2C(=O)Nc2ccc(F)cc2)cn1	1	-9	0.9	0.0	1	3.5	-0.8	10	4	0.9	2
CCOc1ccc(Cc2nc(C)c(CC(=O)N3CCOCC3)c(=O)[nH]2)cc1	-3	-20	0.9	-0.1	1	1.7	-0.6	13	-3	1	-5
CCOc1ccc(/C=C2\SC(=S)NC2=O)cc1OC	3	-3	0.8	-0.1	1.1	6.0	-0.2	20	1	1.1	-2
O=C(c1cccs1)N1CCc2ccccc21	4	9	0.9	0.3	0.9	2.4	0.4	9	-6	0.9	-2
CCCCOC(=O)C1CCCC(C(=O)OCCCC)N1 (stereo not drawn)	14	4	0.8	-0.3	1	0.6	1.8	15	8	1	-10
S=C(Cc1ccc(Cl)cc1)N1CCOCC1	2	-5	1	-0.2	1	1.4	-2.1	0	2	1	-7

2 successive records from above, for reference:
SMILES	Lmaj promast	S1P3 antag	Diaph act CS	Hsp70 activator	PMI activator	RAM network inh	Redox H2O2 prof	Diaphorase inh	G6PDH CS	PMI act hi M6P	TLR4 MyD88 comp
CCCCOC(=O)C1CCCC(C(=O)OCCCC)N1 (stereo not drawn)	14	4	0.8	-0.3	1	0.6	1.8	15	8	1	-10
S=C(Cc1ccc(Cl)cc1)N1CCOCC1	2	-5	1	-0.2	1	1.4	-2.1	0	2	1	-7

Compound profiles, as listed above:
CCOc1ccc(Cc2nc(C)c(CC(=O)N3CCOCC3)c(=O)[nH]2)cc1 in the list: Lmaj promast = -3; S1P3 antag = -20; Diaph act CS = 0.9; Hsp70 activator = -0.1; PMI activator = 1; RAM network inh = 1.7; Redox H2O2 prof = -0.6; Diaphorase inh = 13; G6PDH CS = -3; PMI act hi M6P = 1; TLR4 MyD88 comp = -5
CCCCOC(=O)C1CCCC(C(=O)OCCCC)N1 (stereo not drawn) in the list: Lmaj promast = 14; S1P3 antag = 4; Diaph act CS = 0.8; Hsp70 activator = -0.3; PMI activator = 1; RAM network inh = 0.6; Redox H2O2 prof = 1.8; Diaphorase inh = 15; G6PDH CS = 8; PMI act hi M6P = 1; TLR4 MyD88 comp = -10
